D2 antag – antagonists of human D2 dopamine receptor | P14416 | HEK293 TREx D2 cells, calcium flux, dopamine EC80 | inhibition, % at 10 µM | 340,000 tested, 2% active | AID 485344; in the data active = inhibition above about 30%; also: 0% is about no effect
Target sequence (P14416 whole entry, looked up): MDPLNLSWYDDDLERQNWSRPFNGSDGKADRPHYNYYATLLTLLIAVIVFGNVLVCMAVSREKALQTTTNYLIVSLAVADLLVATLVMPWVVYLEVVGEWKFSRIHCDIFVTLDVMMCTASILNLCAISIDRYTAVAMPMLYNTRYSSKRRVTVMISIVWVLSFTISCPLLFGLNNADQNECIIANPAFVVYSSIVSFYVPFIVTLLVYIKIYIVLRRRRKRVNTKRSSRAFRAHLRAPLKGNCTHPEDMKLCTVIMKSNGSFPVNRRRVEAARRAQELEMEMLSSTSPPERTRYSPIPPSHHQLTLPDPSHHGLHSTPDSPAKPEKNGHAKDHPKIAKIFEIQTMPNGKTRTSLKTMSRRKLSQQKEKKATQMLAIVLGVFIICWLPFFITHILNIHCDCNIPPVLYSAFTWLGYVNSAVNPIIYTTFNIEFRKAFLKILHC
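Read-out: kinetic calcium fluorescence (1 cycle/s) in inducible HEK293 T-REx D2 cells after an EC80 dopamine addition that followed 180 s compound preincubation. Loss of the dopamine response indicates antagonism.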
D2 ag – agonists of human D2 dopamine receptor. P14416. HEK293 T-REx D2 cells, calcium flux agonist mode. activation, % at 2 µM. 340,000 tested, 0.53% active;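 active = activation over 3 SD above normal in the single-dose calcium agonist read, cut at about 30% in these data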; also: 0% is about no effect
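HEK293 Trex D2 cells, tetracycline-induced, o/n 30 C 5% CO2; no-wash Ca dye, RT 30–90 min; 10-cycle baseline, 23 nl cpd added, kinetic Ca read 180 s; agonist hits = positive Ca response.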
TRHR agonist – TRH receptor (human) agonism; P34981; TRHR cells, calcium flux fluo-8, FDSS agonist mode; activation, % at 2 µM; 360,000 tested, 0.18% active; also: 0% is about no effect
Target sequence (P34981 whole entry, looked up): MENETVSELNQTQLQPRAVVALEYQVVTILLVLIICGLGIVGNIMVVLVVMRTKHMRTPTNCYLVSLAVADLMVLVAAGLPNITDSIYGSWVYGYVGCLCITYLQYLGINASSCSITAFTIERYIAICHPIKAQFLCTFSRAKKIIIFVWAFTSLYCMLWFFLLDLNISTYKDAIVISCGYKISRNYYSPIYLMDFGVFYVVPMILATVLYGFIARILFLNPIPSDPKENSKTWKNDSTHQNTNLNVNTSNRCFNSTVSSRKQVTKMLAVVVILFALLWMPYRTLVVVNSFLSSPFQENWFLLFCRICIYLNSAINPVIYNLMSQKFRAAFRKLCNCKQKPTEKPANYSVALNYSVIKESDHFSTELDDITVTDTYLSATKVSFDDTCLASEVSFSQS
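Steps: seed TRHR cells overnight; add fluo-8 no-wash Ca dye, RT 30 min–1.5 h; record 10 s baseline; pin-transfer compounds; monitor fluorescence 1 cycle/s for the agonist window. Calcium increases flag candidate agonists.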
D1 potentiator – potentiators of human D1 dopamine receptor; HEK293 TREx D1 cells, calcium flux, dopamine EC20 potentiation; potentiation, % at 10 µM; AID 504651; 360,000 tested, 0.036% active; in the data active = potentiation above about 30%; also: 0% is about no effect
D1 agonist – human D1 receptor agonism; HEK293 T-REx D1 cells, calcium flux, agonist mode; AID 504660; activation, % at 2 µM; 360,000 tested, 1% active; P21728; also: 0% is about no effect
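Inducible HEK293 T-REx D1 cells, force-coupled to calcium signalling, were plated at 4000 cells/well with tetracycline and held overnight at 30 C. After no-wash calcium dye loading, compound-evoked calcium rise over 180 s flagged agonists.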
RXFP1 antag – antagonists of human relaxin receptor RXFP1; Q9HBX9; HEK293-RXFP1, relaxin-stimulated cAMP HTRF, 30 min; active compounds read low; activity change, negative = inhibition, % at 57.5 µM; 350,000 tested, 0.59% active; AID 1259400;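 active = activity change of -60% or lower, but not beyond a set lower limit; inconclusive = change between -60% and -40%, or beyond the set limit; inactive = change above -40%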; also: % is scaled to controls: 0 for no effect and ±100 for the full control effect
TRHR enhancer – allosterically enhances the human TRH receptor | TRHR cells, fluo-8 calcium fluorescence, EC20 TRH enhancement | P34981 | AID 493056 | 360,000 tested, 0.66% active | enhancement, % at 2 µM; in the data active = enhancement above about 30%; also: 0% is about no effect
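Enhancer read-out: after compound pinning and an initial kinetic agonist-mode read, an EC20 of TRH (10 nM final) was injected and fluo-8 calcium signal (Ex 480/Em 530) followed at 1 s/cycle for 100 cycles in TRHR-expressing cells.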
D1 antag – antagonists of human D1 dopamine receptor | P21728 | HEK293 TREx D1 cells, calcium flux, dopamine EC80; active compounds read low | activity change, negative = inhibition, % at 10 µM | 360,000 tested, 3.2% active | AID 504652; in the data active = activity change below about -30%; also: % is scaled to controls: 0 for no effect and ±100 for the full control effect
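Antagonism measured as reduced calcium response to an EC80 dopamine addition following 180 s compound pre-read; cells were inducible HEK293 Trex D1 plated overnight at 30 C, read kinetically at 1 cycle/sec.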
D2 PAM – positively modulates the human D2 dopamine receptor allosterically; 340,000 tested, 0.34% active; potentiation, % at 10 µM; HEK293 T-REx D2, calcium flux, EC20 dopamine potentiation; AID 485347;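 active = potentiation over 3 SD above the plate norm, cut at about 30% in these data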; also: 0% is about no effect
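Tetracycline-induced HEK293 T-REx cells force-coupled to calcium signalling expressed D2; compounds were pin-added after a 10 s baseline, read kinetically 180 s, then an EC20 dopamine challenge followed with a further 180 s calcium read.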
An asterisk follows results filed as active; u = inconclusive; x = not tested or not shown; & = joins results of further samples. Rule as the data show it, unless noted: active = activation above about 30%; inactive = the rest.

Structure	D1 potentiator	D1 agonist	TRHR enhancer	D2 ag	D2 PAM	TRHR agonist	D2 antag	D1 antag	RXFP1 antag
COc1ccc(OCc2nc(C#N)c(NCc3ccccc3Cl)o2)cc1	-6	22	41*	0.1	-1	-0.9	x	-8	x
CCN1C(=O)CC(c2ccco2)Sc2ccccc21 (stereo not drawn)	-9	1	0	0.6	11	0.2	-6	1	10
Cc1ccc(S(=O)(=O)Oc2ccccc2/C=N/NC(N)=S)cc1	-4	2	4	-0.3	27	-0.6	-11	-13	-1
COc1ccc(CCN2C(=O)CSC2=Nc2ccc(C(C)C)cc2)cc1OC	-2	5	-1	1.0	3	1.1	5	-43*	-33
O=C(Nc1nc2cc3c(cc2s1)OCO3)C1CCCCC1	8	1	5	7.7	18	1.1	18	53	-4
COc1ccccc1N(CC1CO1)S(=O)(=O)c1ccc(C)cc1 (stereo not drawn)	-1	1	-5	0.7	0	0.7	16	0	7
COc1ccc(CCNC(=O)c2ccc(Cn3c(=O)c4ccccc4n(Cc4cccc(Cl)c4)c3=O)cc2)cc1OC	1	7	-3	1.4	13	1.9	x	-8	x
O=C(Cc1cccc2ccccc12)NCC1CCCO1 (stereo not drawn)	3	1	6	-1.5	7	-0.1	-8	10	2
Cc1ccc(NC(=O)C2CCN(S(=O)(=O)c3c(C)noc3/C=C/N(C)C)CC2)cc1	1	0	6	0.7	4	-1.6	-29	-3	-112*
CCC1CN(C(=O)N2CCC(C(=O)NCc3ccccc3C)CC2)c2ccccc2O1 (stereo not drawn)	-2&3	6&2	0&-4	-1.2&0.4	5&11	-0.3&-0.3	-4	-8&9	-12&-27
CCOC(=O)C1CCN(C(=O)c2nn(-c3ccc(OC)cc3)c(=O)c3c2c2ccccc2n3C)CC1	2	1	-6	0.2	4	-0.5	x	-4	-3
C/C(=N\N1CCN(C2c3ccccc3-c3ccccc32)CC1)c1ccncc1	-4	1	3	0.5	17	-0.2	4	5	-4
CN1C(=O)c2ccc(NC(=O)c3cccc(N4C(=O)CCC4=O)c3)cc2C1=O	2	0	2	1.2	5	0.3	-4	x	1
COc1ccc2nc(CCN(C)C(=O)C3CCC(=O)N(Cc4cccc(F)c4)C3)[nH]c2c1 (stereo not drawn)	7	1	4	-0.2	-1	0.3	-2	32	5
CCOc1ccc(NC(=O)C(C)Oc2ccccc2C(=O)Nc2cccc(Cl)c2Cl)cc1 (stereo not drawn)	-6	4	-3	0.3	2	0.7	18	5	-9
c1cnc(-c2nnc3n2CCCCC3)cn1	-1	1	-1	-1.2	1	0.7	5	-8	-14
Fc1ccc(-c2cc(C(F)(F)F)nc(N3CCCCC3)n2)cc1	-7	1	10	0.7	-5	1.2	14	4	-3
COc1ccc(NC(=O)N2CCc3ccccc3C2)c(OC)c1	-2	4	-5	0.7	-28	0.0	-6	2	2
Cc1cc(C)n(C(=O)CCCn2cc([N+](=O)[O-])cn2)n1	0	5	1	0.8	13	-0.1	-3	-21	-1
O=S(=O)(c1ccccc1)N1N=C(c2ccc(O)cc2)CC1c1ccco1 (stereo not drawn)	-13	4	-11	1.5	0	0.7	14	-4	-7
O=C(CC1SC(N2CCCCC2)=NC1=O)Nc1ccc(C(=O)NCCc2ccc(F)cc2)cc1 (stereo not drawn)	-7	3	-4	0.0	-12	-2.3	-21	-8	8
O=c1ccc(-c2ccc(S(=O)(=O)NCC3CCN(Cc4ccccc4F)CC3)s2)n[nH]1	-7	3	4	0.9	-3	1.2	9	-13	-2
COc1ccc(C(C)(C)C)cc1NC(=S)NCCN1CCOCC1	2	6	1	-0.5	-12	-1.0	23	19	-1
CC1(C)CC(=O)c2cc(C(=O)Nc3ccc(Br)cc3)c(=O)n(-c3ccc(Cl)cc3)c2C1	0	1	5	2.1	-23	0.2	x	-13	x
COCCCNC(=O)c1c[nH]c2ccc(S(=O)(=O)N3CCc4ccccc43)cc2c1=O	-1	1	27	-0.3	38*	-0.4	-8	-12	-18
CCC(Sc1nc2cc3c(cc2c(=O)n1CCCC(=O)NCc1ccc(OC)cc1)OCO3)C(=O)NCCCOC (stereo not drawn)	-1	0	28	x	10	-0.6	x	6	-77*
COc1cccc(-c2nc3c(C#N)c[nH]n3c2NC2CCCCC2)c1OC	1	1	14	0.8	9	-0.1	x	0	1
COc1ccc(O)c(/C=N/NC(=O)c2c(C)nnn2-c2nonc2N)c1	3	1	4	1.2	-2	0.7	-4	0	3
Cc1cccc(C(=O)OC(C)C(=O)N2CCc3ccccc3C2)c1C (stereo not drawn)	12	20	6	0.1	-1	-0.3	7	-16	-7
COc1ccccc1C(=O)NCCSc1c(C)[nH]c2ccccc12	0	6	-4	-0.3	-13	0.5	x	-15	u
Cc1ccc2[nH]c(CSc3nnc(NC(=O)COc4ccccc4F)s3)cc(=O)c2c1	0	-1	1	6.8	-3	0.0	x	-5	2
Nc1nc(-c2cccnc2)nn1C(=O)c1ccccc1Cl	-4	0	-3	-0.4	6	-0.2	19	x	10
Cc1cc(NC(=O)c2noc3c2CCCC3)no1	5	1	-6	0.2	11	1.7	-31	15	-3
CCCCCc1ccc(CC(=O)O)cc1	1	4	-3	0.6	-10	0.4	-14	-25	-5
O=C(NCc1ccccc1F)c1ccc(S(=O)(=O)N2CCCCCC2)cc1	-5	9	2	x	x	1.4	x	3	9
COc1ccc(Cl)cc1Nc1nc(C)nc2c1oc1ccccc12	12	3	6	0.5	9	-0.6	-17	-1	7
CCSc1ncc(Cl)c(C(=O)Nc2sc(C(C)=O)c(C)c2C(=O)OC)n1	1	1	6	1.4	10	0.2	x	-2	x
COc1ccc(N2C(=O)C3CCCN3C2c2ccc(C)cc2)cc1 (stereo not drawn)	0	3	-1	0.4	4	1.0	4	-1	-6
Cc1ccc(C(=O)C(C)OC(=O)CN2C(=O)NC3(CCCC3)C2=O)cc1C (stereo not drawn)	6	2	-1	0.0	-12	-1.4	-2	0	-2
COc1ccc(N2C(=O)CN(Cc3cc(OC)c(OC)c(OC)c3)C2=S)cc1	-4	5	-9	-1.5	12	-0.9	-1	2	-13
Clc1cccc(Cl)c1Cn1cnc(=NCc2ccco2)c2[nH]cnc21	0	1	-9	1.0	8	0.0	1	9	12
CCC(C)c1ccc(S(=O)(=O)N2CCN(CC(O)COCC3CCCO3)CC2)cc1 (stereo not drawn)	-3	2	-4	-0.5	-9	-0.4	33*	9	4
CCOC(=O)c1[nH]c2ccccc2c1NC(=O)c1ccc(OC(C)C)cc1	1	2	1	-1.5	2	0.0	x	-3	x
CCN(CC)S(=O)(=O)c1ccc2c(c1)N(CC(=O)N1CCN(c3cccc(C)c3C)CC1)C(=O)CO2	-2	4	2	-0.2	21	0.1	x	2	-5
O=C(NCc1ccccc1)c1ccc2c(c1)sc1nc(-c3ccc(F)cc3)cn12	1	-1	-3	0.2	8	0.1	x	3	27
O=C(NCCN1CCOCC1)c1cc([N+](=O)[O-])ccc1Cl	-2	4	21	1.2	5	2.4	4	5	-3
O=C1CCCC/C1=C/Nc1ccc(S(=O)(=O)Nc2ncccn2)cc1	-5	2	-11	0.7	2	0.5	-5	-3	-35
O=c1c2oc3ccccc3c2n(Cc2ccccc2F)c(=O)n1Cc1ccccc1	0	3	-8	0.2	-8	-0.3	x	3	-14
N#C/C(=C(/O)c1ccccc1F)c1nc2cc(C(F)(F)F)ccc2s1	-3	2	41*	0.8	-6	0.9	8	-15	-7
O=S(=O)(NCC(c1ccco1)S(=O)(=O)c1cccs1)c1ccc(F)c(C(F)(F)F)c1 (stereo not drawn)	-2	3	-5	x	x	6.6	x	x	4

An excerpt of these results, with values under each structure.
Values in the order – D1 potentiator	D1 agonist	TRHR enhancer	D2 ag	D2 PAM	TRHR agonist	D2 antag	D1 antag	RXFP1 antag
- Cc1ccc2[nH]c(CSc3nnc(NC(=O)COc4ccccc4F)s3)cc(=O)c2c1
 : 0	-1	1	6.8	-3	0.0	x	-5	2
- Nc1nc(-c2cccnc2)nn1C(=O)c1ccccc1Cl
 : -4	0	-3	-0.4	6	-0.2	19	x	10
- Cc1cc(NC(=O)c2noc3c2CCCC3)no1
 : 5	1	-6	0.2	11	1.7	-31	15	-3
- CCCCCc1ccc(CC(=O)O)cc1
 : 1	4	-3	0.6	-10	0.4	-14	-25	-5
- O=C(NCc1ccccc1F)c1ccc(S(=O)(=O)N2CCCCCC2)cc1
 : -5	9	2	x	x	1.4	x	3	9
- COc1ccc(Cl)cc1Nc1nc(C)nc2c1oc1ccccc12
 : 12	3	6	0.5	9	-0.6	-17	-1	7
- CCSc1ncc(Cl)c(C(=O)Nc2sc(C(C)=O)c(C)c2C(=O)OC)n1
 : 1	1	6	1.4	10	0.2	x	-2	x
- COc1ccc(N2C(=O)C3CCCN3C2c2ccc(C)cc2)cc1 (stereo not drawn)
 : 0	3	-1	0.4	4	1.0	4	-1	-6
- Cc1ccc(C(=O)C(C)OC(=O)CN2C(=O)NC3(CCCC3)C2=O)cc1C (stereo not drawn)
 : 6	2	-1	0.0	-12	-1.4	-2	0	-2
- COc1ccc(N2C(=O)CN(Cc3cc(OC)c(OC)c(OC)c3)C2=S)cc1
 : -4	5	-9	-1.5	12	-0.9	-1	2	-13
- Clc1cccc(Cl)c1Cn1cnc(=NCc2ccco2)c2[nH]cnc21
 : 0	1	-9	1.0	8	0.0	1	9	12
- CCC(C)c1ccc(S(=O)(=O)N2CCN(CC(O)COCC3CCCO3)CC2)cc1 (stereo not drawn)
 : -3	2	-4	-0.5	-9	-0.4	33*	9	4
- CCOC(=O)c1[nH]c2ccccc2c1NC(=O)c1ccc(OC(C)C)cc1
 : 1	2	1	-1.5	2	0.0	x	-3	x

Not a hit list; overall some 7.1% were active at least once.
